High-throughput results as filed in PubChem BioAssay.
WT yeast gro inh = growth inhibition of WT yeast, mitochondrial fusion screen; mitochondrial fusion phenotypic screen, WT strain; actives 2.1% (n = 190,000); inhibition, % at 10 µM; in the data active means inhibition above about 58%; tested in S. cerevisiae
NS5 inhibitors = Dengue-2 NS5 methyltransferase inhibitors, primary screen, biochemical, confirmation dose response (AID 588689). Dengue-2 NS5 methyltransferase capping enzyme assay, biochemical; higher % means a stronger effect. inhibition, % at 25 µM; hits with a dose series show IC50 in µM. actives 0.3% (n = 340,000); in the data active means a potency from the dose series; inconclusive means inhibition above about 29% without an active follow-up result
Autophagy HCS = autophagy modulation, high-content screen | AID 463193 | actives 0.98% (n = 190,000) | MEF GFP-LC3 puncta imaging; test concentration mostly 10 µM | calls only at 10 µM (by protocol);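 active means percentage of spot-positive cells more than 3 SD above its plate mean, without a fluorescence outlier flag or 80% toxicity; inconclusive means no clear call, values can overlap the other calls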;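 further: spot-positive cell cutoff set from DMSO-treated cells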
UTI89 phage lysis = inhibition of K1F phage lysis, E. coli UTI89, bacterial capsule biogenesis inhibitors, alamar blue (AID 488966) | actives 0.02% (n = 340,000) | inhibition, % at 100 µM; hits with a dose series show IC50 in µM | E. coli UTI89 K1F phage lysis, alamar blue, 2 h; higher % means a stronger effect;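 active means phage lysis inhibition, versus mean bacterial control, above a set limit; inconclusive means no clear call, values can overlap the other calls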;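 further: capsule biogenesis inhibitors block K1F phage lysis so surviving cells raise fluorescence; higher fluorescence means more inhibition of phage lysis; actives were called in the ten point dose series up to 300 µM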
AID2073 = inhibitors of Mint1-CaV2.2 protein interaction, biochemical, HTRF (AID 2073); HTRF protein-protein interaction, Mint1-CaV2.2; higher % means a stronger effect; one-dose inhibition, % at 20 µM; IC50 in µM for titrated hits; actives 0.19% (n = 290,000); in the data active means inhibition mostly above about 51%, no sharp cut-off; inconclusive means no clear call, values can overlap the other calls; inactive means mostly below about 53%; further: some results filed as inactive read as strong as hits
GPR35 antagonists = inhibition of zaprinast-stimulated GPR35 beta-arrestin translocation – imaging, U2OS, beta-arrestin-GFP, zaprinast agonist, primary screen (AID 2058) | actives 0.052% (n = 290,000) | U2OS GPR35 beta-arrestin-GFP translocation imaging, zaprinast antagonism; higher % means a stronger effect | inhibition, % at 10 µM; hits with a dose series show IC50 in µM;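 active means inhibition of at least 50% with at least 30 cells and total cytoplasm GFP at most 10,000,000; inconclusive means under 30 cells or total GFP of 10,000,000 plus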
NTR1 agonist = NTR1-driven beta-arrestin-GFP spot formation – imaging, U2OS cells, high content, primary screen (AID 493036). activation, % at 20 µM. P30989. agonist mode. actives 0.17% (n = 330,000);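 active means activation at or above 40% of the spot to cytoplasm intensity ratio, with at least 20 cells analyzed; inconclusive means wells under 20 cells, flagged as cytotoxic or low count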;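 further: 0% = DMSO without peptide and 100% = 100 nM NTR1 peptide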
Target sequence (P30989 whole entry, looked up): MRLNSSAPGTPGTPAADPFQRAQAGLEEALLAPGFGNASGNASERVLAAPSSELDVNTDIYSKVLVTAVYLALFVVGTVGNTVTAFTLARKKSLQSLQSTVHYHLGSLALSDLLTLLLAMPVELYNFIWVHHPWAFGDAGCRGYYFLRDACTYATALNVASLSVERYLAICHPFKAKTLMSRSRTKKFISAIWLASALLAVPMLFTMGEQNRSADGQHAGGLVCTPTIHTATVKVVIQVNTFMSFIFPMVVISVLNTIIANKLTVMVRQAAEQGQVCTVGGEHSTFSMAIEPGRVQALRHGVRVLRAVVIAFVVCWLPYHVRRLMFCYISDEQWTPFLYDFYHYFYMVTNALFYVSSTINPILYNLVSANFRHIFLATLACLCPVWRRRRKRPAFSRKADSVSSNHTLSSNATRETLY
RSV antiviral HEp-2 = inhibition of RSV-induced cytopathic effect – HEp-2 cells, primary 10 µM value included (AID 2391); one-dose CPE inhibition, % at 10 µM; IC50 in µM for titrated hits; HEp-2 cells, RSV-induced CPE inhibition; higher % means a stronger effect; actives 0.13% (n = 310,000); in the data active means a potency from the dose series; inconclusive means CPE inhibition mostly from about 23% at the one dose, without a potency; inactive means the rest, 99 in 100 with CPE inhibition below about 21%; further: strong numbers were not always called active
LYP phosphatase = inhibitors of LYP phosphatase, biochemical, fluorescence intensity, uHTS (AID 1779); recombinant LYP phosphatase, fluorescence intensity; higher % means a stronger effect; inhibition, % at 11.5 µM, or IC50 in µM where a hit was titrated; actives 0.054% (n = 290,000); in the data active means inhibition above about 50%;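 further: plate controls were vehicle with enzyme for no effect and no enzyme for full effect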
WT yeast gro inh mutant strain = also measured in WT yeast gro inh; calls as there; inhibition, %; mitochondrial fusion phenotypic screen, mutant strain inhibition
Autophagy HCS cell loss 18 h = recorded beside Autophagy HCS, whose call it bears; toxicity, %; measured here: cell loss, nuclei count;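 cell loss after 18 h compound exposure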
NTR1 agonist cell count 20 µM = second read-out of NTR1 agonist, no call of its own (marks repeat the call); cell count; measured here: cell count, cytotoxicity flag
NS5 inhibitors pilot replicate = further read-out of NS5 inhibitors, marked with its call; inhibition, %; measured here: pilot screen replicate inhibition
* marks the source's active call; other numbers are inactive results; i = inactive; ? = inconclusive; nt = no result given; [ ] = another dose, or the depositor's remark.

SMILES	WT yeast gro inh	WT yeast gro inh mutant strain	NS5 inhibitors	Autophagy HCS	Autophagy HCS cell loss 18 h	UTI89 phage lysis	AID2073	GPR35 antagonists	NTR1 agonist	NTR1 agonist cell count 20 µM	RSV antiviral HEp-2	LYP phosphatase	others
O=C(NCC(c1ccco1)N1CCc2ccccc21)c1ccc([N+](=O)[O-])cc1 (stereo not given)	nt	nt	-2%	nt	nt	-0.7%	nt	nt	1.6	76	0.6%	nt
CCN(CC)c1ccc(/C=C2\C(=O)c3ccc(C(=O)O)cc3C2=O)cc1	5	12	?	i	11	-7.3%	6%	-19%	nt	nt	2.2%	-4%
CC(=O)NC1(C(F)(F)F)C(=O)Nc2c1c(=O)[nH]c(=O)n2CC(C)C (stereo not given)	4	1	-1%	i	7	0.5%	-8%	4%	0.3	46	3.0%	-4%
CCN(CC)S(=O)(=O)c1ccc(-c2nnc(SCC(=O)Nc3cc(OC)cc(OC)c3)o2)cc1	-7	2	-9%	i	-9	0.4%	4%	-10%	2.7	86	-0.1%	-1%
CC(C)c1nnc(NC(=O)C2CCCN2S(=O)(=O)c2ccc(Cl)cc2)s1 (stereo not given)	-15	-6	2%	i	-9	0.2%	-1%	-11%	1.8	79	0.8%	-5%
COc1ccc(/C(C)=N/OC/C(O)=C(\C#N)c2nc3ccccc3[nH]2)cc1OC	-6	-11	-4%	i	17	-0.4%	25%	-5%	1.3	38	0.8%	-5%
CCc1ccc(CNc2ccc(O)cc2)cc1	10	6	>100µM*	i	5	0.2%	-20%	-2%	-1.8	62	2.0%	-6%
Clc1nnc(Cl)c2c1ncn2Cc1ccccc1	nt	nt	0%	nt	nt	0.2%	-5%	2%	0.1	52	4.0%	-10%
O=C(CCC(=O)N1CCSc2ccccc21)NCc1ccccc1	nt	nt	-4%	nt	nt	1.8%	-3%	10%	-0.9	50	2.3%	-9%
CCN(CC)c1ccc(N=Cc2ccccc2[N+](=O)[O-])cc1	3	-1	1%	i	10	-0.1%[50 µM]	-14%	-17%	6.9	66	2.6%	3%
NNC(=O)c1cncn1-c1ccc(F)cc1	6	-3	-5%	i	-14	0.8%	5%	0%	0.0	40	1.4%	-3%
O=C(N/N=C/c1ccc2ncccc2c1)c1cccc([N+](=O)[O-])c1	nt	nt	-7%	nt	nt	0.4%	-16%	5%	0.3	49	1.9%	-4%
CCOc1ccc(/C=C/C(=O)NCCc2ccc(OC)c(OC)c2)cc1	-3	-10	2%	i	14	0.8%	-4%	2%	1.3	41	1.9%	0%
COc1ccccc1N1CCN(C(=O)COc2cc(C)cc(C)c2)CC1	5	4	2%	i	-6	0.1%	2%	3%	1.6	54	2.3%	2%
CC1CCc2[nH]c3ccc(C(=O)N(C)CC(=O)Nc4ccccc4Br)cc3c2C1 (stereo not given)	nt	nt	-2%	nt	nt	0.6%[50 µM]	nt	nt	8.2	55	38%	nt
CCC(=O)N1CCc2cc(S(=O)(=O)CCC(=O)Nc3ccc(OC)cc3)ccc21	nt	nt	2%	nt	nt	0.0%	-2%	2%	-0.1	66	4.2%	-8%
CC1=C(C(=O)OCC2CCCO2)C(c2ccccc2)C2=C(CC(C)(C)CC2=O)N1 (stereo not given)	-2	3	-1%	i	-4	-0.2%	14%	-4%	3.3	44	0.2%	-12%
Cc1ccccc1NC(=O)COc1ccccc1C	nt	nt	0%	nt	nt	0.2%	-9%	-4%	-0.3	70	0.6%	-5%	NS5 inhibitors pilot replicate=-4.0
CCc1nnc(NC(=O)CSc2nnc(-c3ccncc3)n2Cc2ccccc2)s1	5	9	nt	i	-5	nt	8%	10%	0.0	51	nt	-5%
C=CCOc1nc2c(c(=O)n(C)c(=O)n2C)n1Cc1ccc(Cl)cc1	-5	-12	-7%	i	-4	6.9%	0%	6%	5.1	57	1.3%	-6%
O=C(CN1C(=O)C2(OCCO2)c2ccccc21)c1ccc(F)cc1	-10	14	1%	i	-5	2.5%	8%	13%	2.3	59	-0.2%	-5%
Cn1ccs/c1=N\S(=O)(=O)c1ccc(C(C)(C)C)cc1	-15	-4	-10%	i	8	-1.9%	10%	0%	-1.8	58	0.2%	-6%
O=C(O)c1ccccc1N/N=C/c1c(Sc2nnnn2-c2ccccc2)nc2ccccn2c1=O	nt	nt	-1%	nt	nt	0.2%	37%	27%	-2.4	63	-2.4%	5%
CC(=O)NCCSc1ccc(S(=O)(=O)N2CCCC2)cn1	nt	nt	-5%	nt	nt	0.6%[50 µM]	nt	nt	-2.4	95	3.2%	nt
O=C(C1CCCCC1)N(CCN1CCCC1)c1nc2ccccc2s1	18	18	-6%	i	2	0.3%	19%	-4%	-0.4	51	0.7%	-2%
Cn1c(CNc2cccc(Cl)c2)nnc1SCC(=O)OC1CCCCC1	15	0	-1%	i	1	-0.8%	-7%	6%	-1.0	67	0.6%	-3%
O=C(Nc1cccnc1)C1CC(=O)N(c2ccc(F)cc2)C1 (stereo not given)	nt	nt	8%	nt	nt	-0.2%	3%	0%	-0.6	40	2.1%	-8%
O=C(CNC(=O)c1ccc(Br)cc1)NCc1cccnc1	nt	nt	-6%	nt	nt	0.0%	3%	3%	0.5	43	2.2%	0%
CCN(CC)S(=O)(=O)c1ccc(Oc2ccccc2)c(N)c1	-22	-2	-9%	i	-4	0.3%	3%	2%	1.8	52	8.1%	-2%
O=C1CCCN1C(=O)COc1ccc([N+](=O)[O-])cc1	nt	nt	-4%	nt	nt	-0.2%	nt	nt	0.5	69	0.1%	nt
CCOC(=O)N1CCC(N2Cc3cccc(C(=O)Nc4cccc(F)c4)c3C2=O)CC1	8	14	1%	i	7	0.1%	-12%	-10%	4.1	87	0.9%	1%
CC(=O)OCc1cc2cccc(C)c2[nH]c1=O	3	6	5%	i	-6	2.1%	-3%	-10%	-2.0	69	4.5%	-7%
CC(C)(CN1CCOCC1)NS(=O)(=O)c1ccccc1	nt	nt	1%	nt	nt	0.1%	27%	1%	-0.4	52	-1.0%	-4%	NS5 inhibitors pilot replicate=-1.5
CNC(=O)CN1C(=O)c2cccc3cccc1c23	5	10	-5%	i	-1	0.7%	20%	1%	3.0	36	0.6%	-3%
Nc1ccccc1C(=O)NCc1ccc(F)cc1	-9	-7	-4%	i	8	0.3%	1%	-15%	-0.1	74	1.6%	-16%
CC(C)c1ccc(O)c(NC(=O)c2cccnc2)c1	18	2	2%	i	-9	11%	-11%	-6%	-1.9	55	1.0%	-2%
COCCN1Cc2cccc(C(=O)NCCc3ccccc3)c2C1=O	nt	nt	-7%	nt	nt	0.2%	9%	7%	2.2	79	-0.2%	-10%
c1ccc(CN2CCC(N3CCC(N4CCCCCC4)CC3)CC2)cc1	nt	nt	-4%	nt	nt	0.1%	3%	13%	0.8	76	-1.3%	-18%	NS5 inhibitors pilot replicate=4.9
Cc1cccc(-n2c(O)c(C=Nc3ccccc3-c3n[nH]c(=S)[nH]c3=O)c3ccccc3c2=O)n1	nt	nt	36%	nt	nt	-0.1%	-18%	-5%	0.6	57	1.3%	3%
Cc1ccc2c(c1)N=C(c1ccccc1)CC(C(Cl)Cl)=N2	nt	nt	-15%	nt	nt	-2.5%	-5%	4%	1.2	41	8.0%	-2%
NS(=O)(=O)c1ccc(S(=O)(=O)N(CCc2ccccc2)Cc2ccccn2)cc1	nt	nt	-2%	nt	nt	-0.3%	6%	-12%	2.3	72	2.1%	-8%
CNC(=O)c1ccsc1NC(=O)CCS(=O)(=O)c1ccc(F)cc1	nt	nt	-4%	nt	nt	1.1%[50 µM]	nt	nt	-0.3	71	2.7%	nt
COC(=O)c1c(NC(=O)CSc2ncn[nH]2)sc(C)c1C	nt	nt	-10%	nt	nt	-1.8%	nt	nt	4.3	54	0.7%	nt
CSc1ccccc1NC(=O)c1ccccc1N(C)S(C)(=O)=O	7	-3	3%	i	-5	-0.5%	4%	7%	0.7	97	2.0%	1%	NS5 inhibitors pilot replicate=-1.2
Cc1nn(-c2ccccc2)c(Cl)c1/C=C1\SC(=S)NC1=O	50	51	6%	i	-6	0.0%	-4%	-2%	1.7	39	0.2%	4%
CC(C)(C)c1ccc(C(=O)NNC(=O)C2CCCCC2)cc1	-8	-7	-2%	i	8	0.0%	1%	0%	3.0	89	1.1%	-4%
Cc1ccc(NC(C)c2cc(Cl)ccc2O)cc1 (stereo not given)	-9	-3	1%	i	-6	-1.0%	-11%	-1%	4.1	81	0.6%	-4%	NS5 inhibitors pilot replicate=-0.2
COc1ccc(NS(=O)(=O)NC(=O)c2c(C)n(C)c3ccccc23)cc1	nt	nt	-6%	nt	nt	0.0%	-4%	-10%	-0.1	53	3.2%	3%
C#CCn1c(S(=O)(=O)Cc2ccccc2Cl)nc(-c2ccccc2)c1-c1ccccc1	-2	12	-1%	i	2	0.7%	4%	25%	2.4	83	-0.3%	1%
CCN(CC)S(=O)(=O)c1ccc(C)c(NC(=S)N2CCN(Cc3ccc4c(c3)OCO4)CC2)c1	4	7	-9%	i	13	-0.6%	-13%	-13%	0.4	86	2.7%	-3%
COc1cccc(Nc2nnc(SCc3nc4ccccc4s3)s2)c1	30	4	-1%	i	-17	0.3%	-1%	-4%	3.4	66	16%	-10%
O=C(Nc1cnccn1)Nc1ccccc1Cl	-3	12	-4%	i	0	0.2%	2%	-8%	0.7	78	-0.1%	-5%
CC1(C)CC(=O)c2cn3ncnc3nc2C1	7	-7	-1%	i	0	-0.5%	2%	-5%	0.4	53	0.3%	-3%
Cc1cc(C)cc(NC2=NC3(CCCCC3)N=C(N)N2)c1	-24	-8	nt	i	-6	0.2%	7%	3%	-0.1	54	1.9%	-4%
CCN(C(=O)Cn1cc(C(F)(F)F)ccc1=O)c1c(N)n(Cc2ccccc2)c(=O)[nH]c1=O	-43	-13	2%	i	-10	0.3%	1%	3%	0.7	54	-1.1%	-6%
CCOC(=O)c1ccc(Nc2cc3ccccc3c(=O)[nH]2)cc1	nt	nt	-6%	nt	nt	2.5%	nt	nt	0.9	94	8.4%	nt
CCCCS(=O)CC(COC)OC(=O)c1ccccc1 (stereo not given)	0	-4	-9%	i	12	0.2%	-9%	-7%	2.4	85	0.1%	-6%
